NLRP3 yeast inh: blocks the NALP3 inflammasome reconstituted in yeast; inhibition, % at 10 µM; Yeast reconstituted NLRP3/ASC/caspase-1, beta-gal luminescence, 24 h; 330,000 compounds, 0.39% hits;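 active = inhibition of 50% or more; inactive = inhibition below 50%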;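 also: plate controls were induced DMSO wells for no effect and uninduced yeast grown without galactose for full effect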
HKDC1 inhibitor: blocks human hexokinase HKDC1 activity; recombinant HKDC1, G6PDH/diaphorase resazurin coupled fluorescence; AID 493160; Q2TB90; 340,000 compounds, 0.16% hits; inhibition, % at 20 µM;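 active = inhibition above about 35% when tested at 20 µM, limit read from the data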;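 also: plate controls were DMSO wells with enzyme for no effect and DMSO wells lacking enzyme for full effect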
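Assay system: in-house recombinant HK5 (HKDC1) enzyme. Input: HKDC1 at 5 µg/mL. Medium: Tris pH 8.0 buffer with MgCl2, Tween-20, BSA, BME. Dosing: single 20 µM dose. Schedule: 90 min reaction incubation at room temperature, dark. Signal: resazurin-to-resorufin fluorescence via G6PDH and diaphorase coupling, 525/613 nm. Controls: DMSO-enzyme wells negative, buffer-substituted wells positive.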
SENP8 block-1: inhibitors of human SENP8 protease; purified SENP8, Z-RLRGG-aminoluciferin cleavage, luminescence; AID 2540; Q96LD8; inhibition, % at 10 µM; 330,000 compounds, 1.2% hits; in the data active = inhibition above about 50%
SENP6 block: SENP6 protease inhibition. Recombinant SENP6 catalytic domain, aminoluciferin luminescence. inhibition, % at 10 µM. 330,000 compounds, 1.8% hits. AID 2599;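 active = inhibition above about 50% at the single tested dose, limit read from the data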;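 also: plate controls were DMSO wells with enzyme for no effect and DMSO wells lacking enzyme for full effect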
Target sequence (Q9GZR1 628-1112 limits assumed): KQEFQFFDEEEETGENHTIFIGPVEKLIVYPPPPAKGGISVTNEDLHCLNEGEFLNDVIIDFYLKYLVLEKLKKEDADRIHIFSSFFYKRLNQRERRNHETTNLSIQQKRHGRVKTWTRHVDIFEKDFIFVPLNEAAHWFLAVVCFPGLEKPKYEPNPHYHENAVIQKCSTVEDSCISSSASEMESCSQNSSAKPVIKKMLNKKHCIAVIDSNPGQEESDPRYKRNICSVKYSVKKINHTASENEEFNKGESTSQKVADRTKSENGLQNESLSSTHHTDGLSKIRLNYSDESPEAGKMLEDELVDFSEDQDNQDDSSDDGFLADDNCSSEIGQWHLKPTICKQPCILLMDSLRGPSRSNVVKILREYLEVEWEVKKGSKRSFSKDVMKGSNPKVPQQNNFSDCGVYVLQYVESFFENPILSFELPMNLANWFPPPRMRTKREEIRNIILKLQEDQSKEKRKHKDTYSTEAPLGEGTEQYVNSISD
SENP1 inh: inhibitors of human SENP1 SUMO protease catalytic domain. Q9P0U3. recombinant SENP1 catalytic domain, CyPet-SUMO1-YPet FRET cleavage. inhibition, % at 10 µM. 360,000 compounds, 0.21% hits. AID 624204;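 active = inhibition at least 30% at 10 µM, raw YFP signal under a set limit, fluorescence ratio 0.5 to 1.5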;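 also: 0% = enzyme with DMSO and 100% = no enzyme wells; some results filed as inactive read as strong as hits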
Target sequence (Q9P0U3 419-644 limits assumed): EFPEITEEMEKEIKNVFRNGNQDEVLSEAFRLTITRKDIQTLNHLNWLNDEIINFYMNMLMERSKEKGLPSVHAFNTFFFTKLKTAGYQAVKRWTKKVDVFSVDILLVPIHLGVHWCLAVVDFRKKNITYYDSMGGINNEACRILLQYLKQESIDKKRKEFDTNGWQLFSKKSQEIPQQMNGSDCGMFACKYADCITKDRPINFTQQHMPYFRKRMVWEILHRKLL
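Material: hSENP1 catalytic domain, recombinant; medium: Tris pH 8 with BME, BSA, NP40 and catalase; compound: single concentration of 10 µM compound, 0.5% DMSO final; technique: FRET read of cyan and yellow fluorescence; timing: 50 min enzyme reaction, room temperature, light-protected; reagent: SFCypet-SUMO1-SFYpet substrate at 25 nM; control set: no-enzyme low, enzyme-DMSO high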
SENP8 block-2: SENP8 (human) protease inhibition | 360,000 compounds, 0.64% hits | inhibition, % at 20 µM | recombinant SENP8, Nedd8 substrate fluorescence | AID 602440 | Q96LD8; in the data active = inhibition mostly above about 40%, no sharp cut-off; inactive = mostly below about 27%
PfGluPho inh: PfG6PD (Plasmodium falciparum) enzyme inhibition. PfGluPho enzyme, NADPH resazurin-diaphorase fluorescence. inhibition, % at 20 µM. 350,000 compounds, 0.78% hits. AID 504690;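 active = inhibition reaching at least a set limit at 20 µM in the primary screen, cut at about 59% in these data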;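 also: 0% = DMSO wells with substrate and 100% = DMSO wells lacking glucose-6-phosphate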
Apaf1 inhib: human Apaf-1 inhibition; O14727; reconstituted apoptosome caspase-3 activity, DEVD-Rh110 fluorescence; inhibition, % at 20 µM; 330,000 compounds, 0.71% hits; AID 489030; active = inhibition of at least 40% at 20 µM;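 also: plate controls were DMSO wells for no effect and DEVD-CHO caspase inhibitor wells for full effect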
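Material: reconstituted apoptosome with Apaf-1, cytochrome c, caspase-9, procaspase-3, dATP. Technique: Rh110 fluorescence intensity. Buffer or medium: pH 7.5 Hepes buffer with CHAPS, BSA, DTT. Times: 30 min plus 50 min, RT.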
SENP7 inh: SENP7 protease inhibition | Q9BQF6 | recombinant SENP7, Z-RLRGG-aminoluciferin luminescence, 40 min | inhibition, % at 5 µM | 330,000 compounds, 1.5% hits | AID 434973;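 active = inhibition above about 50% at the single test dose, limit read from the data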;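 also: plate controls were DMSO with enzyme for no effect and no enzyme buffer wells for full effect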
Target sequence (Q9BQF6 706-1050 limits assumed): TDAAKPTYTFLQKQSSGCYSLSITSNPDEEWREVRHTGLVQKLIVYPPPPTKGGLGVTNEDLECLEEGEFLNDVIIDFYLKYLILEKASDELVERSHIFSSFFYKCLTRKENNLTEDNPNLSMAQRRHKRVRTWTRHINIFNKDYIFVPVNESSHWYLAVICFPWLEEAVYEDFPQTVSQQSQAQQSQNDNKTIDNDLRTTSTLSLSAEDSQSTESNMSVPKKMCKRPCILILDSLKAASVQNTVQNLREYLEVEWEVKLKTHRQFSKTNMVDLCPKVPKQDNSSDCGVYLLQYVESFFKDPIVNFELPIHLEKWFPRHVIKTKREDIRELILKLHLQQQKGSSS
An asterisk follows results filed as active; / = no result given; & = joins results of further samples; ! = a repeat was not active.

SMILES	NLRP3 yeast inh	Apaf1 inhib	HKDC1 inhibitor	SENP8 block-1	SENP8 block-2	SENP6 block	SENP7 inh	PfGluPho inh	SENP1 inh
Cc1ccc(S(=O)(=O)/N=C(/Sc2ccccc2C(=O)O)c2ccccc2)cc1	2	3	4	-9	2	-11	9	-13	1
O=C(CSc1ncn[nH]1)N1N=C(c2ccc(Cl)cc2)CC1c1ccco1 (stereo not given)	29	-1	-9	0	11	-3	2	-12	-3
CC(C)(C)c1nc(NCCN2CCOCC2)c2nnn(Cc3ccccc3Cl)c2n1	8	21	-2	-7	0	1	-5	26	0
CC1(C)Oc2ccc(C(=O)NC3CCCCC3)cc2N(CC#N)C1=O	20	-7	-5	5	3	0	-5	12	1
CCOC(=O)c1nn(-c2ccc(C)cc2)c(C)c1C(C)=O	-2	6	-3	0	8	-8	3	-12	1
CSC(=NC#N)N1CCN(C(=NC#N)SC)CC1	11	-1	-3	5	4	1	0	-21	3
COc1ccc2oc(=O)c(C(=O)Nc3ccccc3O)cc2c1	11	-5	0	75*	32	77*	95*	10	3
Cc1cc(NC(=O)C(C)SCC(=O)NCc2ccc(F)cc2)no1 (stereo not given)	13	0	-1	-11	-80	-10	-9	-18	-1
C/C(=N\Nc1nccnc1Cl)c1ccc(O)c(C)c1	19	-4	-1	31	-29	54*	93*	-2	0
COc1cnc(-c2ccccn2)nc1Sc1ccccc1Cl	21	16	27	-8	11	2	-11	12	4
N#Cc1ccc(/C=C2\CCCCn3c2nc2cc(C(=O)O)ccc2c3=O)cc1	2	0	-3	-1	-9	12	-13	17	2
O=S1(=O)C=C(SCCN2CCCC2)c2ccccc21	0	1	-4	0	10	-1	-1	15	0
CCN1CCN(Cc2ccc(NC(=O)c3ccc(C)c(/C=C/c4cnc(Nc5cc(N6CCNCC6)nc(C)n5)cn4)c3)cc2C(F)(F)F)CC1	-7	32	6	-19	-347	-31	-21	66*!	-29&-27
Cc1nnc(NC(=O)c2ccc(S(=O)(=O)N3CC(C)OC(C)C3)cc2)o1 (stereo not given)	8	2	-7	4	-4	-5	-2	-23	2
CCN(CC)CCN1C(=O)C(=O)/C(=C(/O)c2cnn(-c3ccccc3)c2C)C1c1ccc(C)o1 (stereo not given)	7	-3	-6	0	36	9	8	-5	-9
O=C(NCC(=O)N(c1ccccc1)C(C(=O)NCC1CCCO1)c1ccccc1)c1cccs1 (stereo not given)	6	2	-2	-7	16	-13	1	-6	3
Cc1c(S(=O)(=O)N2CCN(c3ccc(F)cc3)CC2)c(=O)n(C)c(=O)n1C	5	-3	-5	-8	6	-5	-16	1	0
C/C(=N\N1CCN(Cc2ccccc2Cl)CC1)c1ccc(F)cc1	3	-5	-1	10	11	-7	-3	-2	2
CCc1c(C)[nH]n(-c2nc(-c3cccc([N+](=O)[O-])c3)cs2)c1=O	16	-9	-3	-7	10	5	5	-4	5
CCOc1ccc(C(=O)Nc2ccc(NC(=O)c3ccco3)c(Cl)c2)cc1Cl	-17	8	6	-8	-108	-16	-6	-19	2
O=C(COc1ccccc1Cl)N(Cc1ccco1)C1CCS(=O)(=O)C1 (stereo not given)	17	-24	-4	-5	12	-12	2	-12	-3
O=C(CSc1nnc(-c2ccccc2)c(-c2ccccc2)n1)N1CCOCC1	-59	14	3	-5	10	-30	-12	-13	2
COc1ccc2cc3cc(C(=O)N4CCCC(C)C4)oc3nc2c1 (stereo not given)	15	14	6	59*	-393	80*	83*	16	1
Cc1ccc(SC(CC(=O)c2ccc(C)cc2)C(=O)O)cc1 (stereo not given)	-13	-2	-5	-7	17	-13	-3	-4	1
CC(C)c1ccc(NC(=O)COC(=O)[C@@H]2CCCN2C(=O)c2cccs2)cc1	18	24	1	-3	0	-7	10	15	1
O=C(c1ccccc1)c1ccc(C(=O)N2CCN(c3ccccc3)CC2)cc1	34	13	1	0	13	5	13	-9	0
O=S(=O)(Nc1ccc2c(c1)OCO2)c1ccccc1	18	-6	-6	-9	20	-10	1	16	1
O=C(Nc1ccc(F)cc1)NC1CCN(Cc2nnnn2Cc2ccco2)CC1	6	0	-2	3	2	7	0	2	-1
Cc1cc(C(=O)Nc2ccc(N3CCCC3)c(Cl)c2)ccc1[N+](=O)[O-]	21	22	1	12	24	60*	52*	67*	1
O=C(C1CC1)N1CCN=C1SCc1ccccc1Cl	-8	-4	0	-5	6	-1	1	-19	-1
COc1ccccc1C(=O)NCC(c1cccnc1)N(C)C (stereo not given)	4	-2	-12	5	16	-2	-3	9	2
CCOc1cc2[nH]c(=O)n(Cc3ccc(C(=O)NCCCN4CCCC4=O)cc3)c(=O)c2cc1OCC	-2	-13	-1	9	-73	22	12	3	1
Cc1cccc(NC(=O)N2CCC(n3nnc4cc(C)ccc43)CC2)c1	5	11	15	-10	7	-7	-11	-10	-1
COc1ccc(-c2c(C)nn(Cc3ccccc3)c2N)cc1	23	-12	-7	-3	9	-6	-1	-8	1
NS(=O)(=O)c1ccc(NC(=S)NC(=O)c2ccc3c(c2)OCO3)cc1	-17	-3	-13	1	10	-10	4	8	0
C[C@H](CO)N1C[C@H](C)[C@@H](CN(C)C(=O)NC2CCCCC2)Oc2ccc(NC(=O)Nc3ccccc3)cc2C1=O	2	8	-4	-1	7	4	9	-10	3
CC(=O)N1CCN(CC(=O)Nc2cc(S(=O)(=O)N3CCOCC3)ccc2C)CC1	7	-31	-6	-1	16	-8	3	-7	2
CCN(CC)S(=O)(=O)c1ccc(N2CCN(C)CC2)c(NC(=O)CSCC(=O)Nc2cccc(C)c2)c1	19	24	-4	2	0	-11	-4	-2	-1
COc1ccc(OC)c(C(O)c2coc3ccc(O)c(CN(C)C)c23)c1 (stereo not given)	27	9	-5	-1	18	-9	5	-5	1
Cc1cccc(C)c1N1C(=O)C2ON(c3ccccc3)C(c3ccncc3)C2C1=O (stereo not given)	2	21	4	-5	4	-7	-7	-24	0
COc1cccc(CC(=O)N[C@@H](CCSC)c2nc3ccccc3[nH]2)c1	1	2	-5	-9	2	3	-8	2	-2
O=C(NC(NC(=O)c1ccccc1)c1ccccc1)c1ccccc1	-3	-5	0	-1	-4	-14	-2	-3	2
C=CCNC(=O)CN(c1ccc(F)c(Cl)c1)S(C)(=O)=O	6	-1	-4	-6	17	-12	-6	3	2
CCCN1C2CCCC1CC(NC(=O)c1cc(OC)cc(OC)c1)C2 (stereo not given)	10	-4	-4	12	-6	9	-3	9	-2
CC(C)NC(=O)c1onc(CSc2cccc(F)c2)c1C(=O)O	11	1	1	-1	3	1	-3	6	1
CN(C)S(=O)(=O)c1ccc(NC(=O)CN2CCCC2c2ccc3c(c2)OCCCO3)cc1 (stereo not given)	6	46*	-5	-9	-5	-17	-8	-8	3
Cn1c(SCC(=O)N2c3ccccc3CCc3ccccc32)nnc1-c1cc2ccccc2cc1O	/	/	-7	/	-144	/	/	-4	-5
COc1cc(/C=C2\SC(=S)N(CCC(=O)Nc3ccc(O)cc3)C2=O)cc(OC)c1OC	31	-19	-2	9	33	-16	-1	11	14
CCOc1ccccc1-c1cc(C(=O)N/N=C/c2ccc(O)c(OC)c2)c2ccccc2n1	-7	-2	-6	-11	-24	-5	-5	-11	2
Cc1cccc(CN2CCC(C(=O)Nc3cccc(-c4cscn4)c3)CC2)n1	13	6	-6	-1	2	-2	-2	6	2
COc1cc(CN2CCCC(C(=O)Nc3ccccc3Oc3cccnc3)C2)ccc1F (stereo not given)	-1	8	-6	-8	6	5	6	8	-3
Cc1nc(SCC(=O)NCC2CCCO2)c2cc(-c3ccccc3)sc2n1 (stereo not given)	16	15	6	10	-254	21	6	9	-9
O=C(/C=C\Nc1ccccc1Br)c1ccc2c(c1)OCO2	30	4	-5	86*	-20	87*	89*	26	-37
Cc1ccccc1-n1c(C)nnc1SC(C)C(=O)NCC1CCCO1 (stereo not given)	21	-9	-4	0	-3	6	-6	-2	-1
O=C1NCCNC1c1ccccc1 (stereo not given)	/	/	-2	/	8	/	/	-8	0
O=c1c2cc([N+](=O)[O-])ccc2nc(CN2CCN(c3ccccn3)CC2)n1-c1ccccc1F	5	-11	-4	-10	9	-26	-3	24	2
Cc1cc(C)c(NC(=O)c2ccccc2C(=O)c2ccccc2)c(C)c1	11	2	-8	3	10	-2	-4	-4	0
CC(C)Oc1cccc(C(=O)C2CCCN(Cc3cnn(C(C)C)c3)C2)c1 (stereo not given)	31	0	-6	0	-11	-5	-2	-1	0
Cc1ccc(-n2c(Cc3cccn3C)nnc2SCC(=O)NCc2ccco2)cc1	5	9	-1	-1	5	1	-7	2	-3
Cc1ccc(CSc2nnc(CS(=O)Cc3ccc(Cl)cc3Cl)n2C)cc1 (stereo not given)	-2	10	-11	7	8	-14	3	9	5

In a second layout: results already given
CCN1CCN(Cc2ccc(NC(=O)c3ccc(C)c(/C=C/c4cnc(Nc5cc(N6CCNCC6)nc(C)n5)cn4)c3)cc2C(F)(F)F)CC1
  NLRP3 yeast inh = -7 | Apaf1 inhib = 32 | HKDC1 inhibitor = 6 | SENP8 block-1 = -19 | SENP8 block-2 = -347 | SENP6 block = -31 | SENP7 inh = -21 | PfGluPho inh = 66*! | SENP1 inh = -29&-27
Cc1nnc(NC(=O)c2ccc(S(=O)(=O)N3CC(C)OC(C)C3)cc2)o1 (stereo not given)
  NLRP3 yeast inh = 8 | Apaf1 inhib = 2 | HKDC1 inhibitor = -7 | SENP8 block-1 = 4 | SENP8 block-2 = -4 | SENP6 block = -5 | SENP7 inh = -2 | PfGluPho inh = -23 | SENP1 inh = 2

The list continues:
SMILES	NLRP3 yeast inh	Apaf1 inhib	HKDC1 inhibitor	SENP8 block-1	SENP8 block-2	SENP6 block	SENP7 inh	PfGluPho inh	SENP1 inh
O=C(OCc1nnc(-c2ccccc2)o1)c1cc(Cl)ccc1[N+](=O)[O-]	23	6	-4	0	4	8	8	-10	2
O=C(COC(=O)c1cccc(OC(F)F)c1)NCC1CCCO1 (stereo not given)	5	-7	-7	2	7	-4	9	-13	3
O=C(CCc1n[nH]c(=O)[nH]c1=O)N/N=C/c1ccc(Br)o1	11	-9	2	-5	12	-17	-6	-2	1
Cc1cc([N+](=O)[O-])c(C)cc1-c1ccc(/C=N/NC(=O)c2cccnc2)o1	24	55*	12	11	14	15	10	54	0
C=CCOC(=O)C1=C(C)Nc2ncnn2C1c1cc(Br)ccc1F (stereo not given)	13	8	13	-1	20	-7	1	50	2
O=C(NCCN1CCN(c2ccccc2)CC1)C1CCN(S(=O)(=O)N2CCOCC2)CC1	/	/	-2	/	16	/	/	-17	2
CCOC(=O)c1nnc(-c2ccccc2)[nH]c1=O	6	-7	1	1	13	0	-7	-15	-1
Oc1ccc(N=Nc2n[nH]c(-c3ccccc3)n2)cc1	21	2	-1	96*	20	94*	98*	-1	3
Nc1cc2c(cc1Br)-c1c(C(=O)O)cccc1C2O (stereo not given)	/	/	-5	/	-359	/	/	37	3
O=C1/C(=C\c2ccc([N+](=O)[O-])cc2)CS(=O)(=O)C/C1=C/c1ccc([N+](=O)[O-])cc1	/	/	25	/	5	/	/	78*	5

Source: PubChem

Random draw from the library; overall some 4.1% were active at least once.
